Screening results (PubChem BioAssay)
USP2a inh: USP2a (human) protease inhibition; hit rate 0.01% among 330,000; O75604; USP2 core, Ub-CHOP2 coupled fluorogenic reporter, 485/531; AID 463254; Potency, µM (top dose mostly 38.3 µM), for the others: at the top dose activity change, negative = inhibition, actives largely listed as inhibitors;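 also: potency is read from the fitted curve at half-maximal effect; plate controls were DMSO wells for no effect and full inhibition by NEM control for full effect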
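Cell-free coupled assay: 10nM USP2 core preincubated 30min RT with compound in Tris-HCl pH 8.0/CaCl2/CHAPS buffer, then 25nM Ub-CHOP2 and 25nM reporter substrate; fluorescence (Ex 485/Em 531) read after 60min RT, normalized to NEM inhibition, concentration-response curves fitted.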
Integrin act MD: integrin-mediated muscular dystrophy alleviation activation; alpha7betagal myoblasts, beta-gal FDG fluorescence, 48 h; hit rate 0.064% among 350,000; Potency, µM (titrated, usually from 38.3 µM), without a hit: at the highest dose activation, usual class: activators;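 also: potency is read from the fitted curve at half-maximal effect; 100% = response of the positive control SU9516; nearly all actives have a fitted effect of over 60% in size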
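Alpha7betagal+/- myoblasts (passage 13) were plated 16-24 hr, then exposed to compounds (1:260 dilution of DMSO stock) for 48 hours at 37C. After MPER lysis, β-galactosidase reporter activity was read as FDG fluorescence (ex 480/em 540) after 30 minutes.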
Eya2 phos inh: inhibitors of human Eya2 phosphatase activity; hit rate 0.006% among 330,000; recombinant Eya2, OMFP fluorescence dephosphorylation (OMFP is methylfluorescein phosphate); O00167; Potency, µM (top dose mostly 76.9 µM), without a hit: top-dose activity, negative = inhibition, most hits filed as inhibitors; also: potency is read from the fitted curve at half-maximal effect; % is scaled to controls: 0 for no effect and ±100 for the full control effect
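Eya2 protein (added as 0.2 uM solution) was preincubated with compound for 10 min at ambient temperature in 50 mM HEPES pH 7.5, 50 mM NaCl, 5 uM MgCl2, 0.05% BSA, 1 mM DTT. OMFP (added at 50 uM) then reacted 10 min; fluorescence read at 485/525 nm.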
TRPV1 ag: human TRPV1 agonism; Q8NER1; TRPV1-expressing cells, Fluo-8 calcium influx, agonist mode; activation, % at 8.33 µM; hit rate 0.19% among 320,000; in the data active = activation above about 80%; inconclusive = between about 30% and that limit; also: 0% is about no effect
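Cells expressing TRPV1 were dye-loaded with Fluo-8 and read kinetically: 10 s baseline, 3 min after compound (agonist portion), then 2 min after EC20 capsaicin (allosteric enhancer portion). Calcium-bound dye fluorescence at 480/520 nm.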
uPA generation: blocks generation of uPA at the cell surface; cell surface uPA generation assay, qHTS; AID 540303; hit rate 0.31% among 330,000; Potency, µM (highest dose often 38.3 µM), for inactives: top-dose activity change, negative = inhibition, actives largely listed as inhibitors; active = well fitted inhibition curve with a large enough effect; inconclusive = small, poorly fitted or top-dose-only effect; inactive = no such curve, though single readings can be large or run the other way; tested in mouse RAW 264.7 cells; also: potency is read from the fitted curve at half-maximal effect; % is scaled to controls: 0 for no effect and ±100 for the full control effect; nearly all actives have a fitted effect of over 55% in size
BRCA1 expr act: increases BRCA1 expression; MCF7-BRCA1-FFLuc reporter, luminescence, 48 h; response scale: scaled: vehicle 0%, 10 µM genistein 100%; Potency, µM (top dose mostly 46.1 µM), for inactives: at the highest dose activation, usual class: activators; hit rate 1.1% among 380,000; also: potency is read from the fitted curve at half-maximal effect; nearly all actives have a fitted effect of over 80% in size; some results filed as inactive show a strong effect at the top dose
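48 h compound treatment of MCF7-BRCA1-FFLuc cells (phenol-red free MEM, 37 °C), then 15 min with luciferase substrate and luminescence imaging.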
S-ASM inh: inhibitors of human secretory acid sphingomyelinase. Potency, µM (series often up to 57.5 µM), for the others: at the highest dose activity change, negative = inhibition, usual class: inhibitors. hit rate 0.006% among 340,000. placental ASM, HMU-PC fluorogenic substrate, 60 min; also: potency is read from the fitted curve at half-maximal effect
Target sequence (P17405 47-631 limits assumed): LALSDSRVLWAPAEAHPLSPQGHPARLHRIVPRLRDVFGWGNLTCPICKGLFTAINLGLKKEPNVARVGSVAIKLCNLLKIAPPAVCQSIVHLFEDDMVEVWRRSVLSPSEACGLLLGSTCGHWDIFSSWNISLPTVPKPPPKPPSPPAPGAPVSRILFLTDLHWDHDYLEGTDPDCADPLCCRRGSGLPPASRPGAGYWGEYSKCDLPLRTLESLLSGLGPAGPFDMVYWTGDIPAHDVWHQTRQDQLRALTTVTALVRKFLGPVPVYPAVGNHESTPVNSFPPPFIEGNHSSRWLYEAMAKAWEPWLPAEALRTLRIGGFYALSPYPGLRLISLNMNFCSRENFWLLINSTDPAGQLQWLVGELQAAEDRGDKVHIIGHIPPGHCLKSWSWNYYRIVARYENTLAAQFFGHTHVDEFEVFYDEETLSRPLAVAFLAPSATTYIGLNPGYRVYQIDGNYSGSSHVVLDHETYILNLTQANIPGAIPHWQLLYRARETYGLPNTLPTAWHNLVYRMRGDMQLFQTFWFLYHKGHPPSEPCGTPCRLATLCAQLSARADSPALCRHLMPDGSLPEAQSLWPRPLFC
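qHTS format. ASM enzyme prepared from human placenta hydrolyses the fluorogenic substrate HMU-PC0 (9 uM final) over 60 min at 37 °C after a 10 min compound preincubation.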
PTAP TSG101 blk: blocks PTAP/TSG101 interaction to inhibit HIV-1 budding; Q99816; Fluorescence polarization, FITC-PTAP peptide / Tsg101 binding; Potency, µM (top dose mostly 115 µM), for inactives: at the highest dose activity change, negative = inhibition, actives largely listed as inhibitors; 340,000 tested, under 10 active; active = well fitted inhibition curve with a large enough effect in the main read-out, with a control signal flat, not every such curve was filed as active; inconclusive = small, poorly fitted or top-dose-only effect, or effect the other way, or a change in a side signal; inactive = no such curve, though single readings can be large or run the other way; also: potency is read from the fitted curve at half-maximal effect; % of control where 0% means no effect
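FP read-out: FITC-PTAP peptide, 50 nM final, binding Tsg101 binding domain, 10 uM final; 20 min, r.t.; 10 mM HEPES pH 7.5, 0.15 M NaCl, 0.01% Tween 20, 3 mM EDTA, 0.1 mM TCEP.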
ELG1 genotox: genotoxicity induction in ELG1-luciferase HEK293T cells. Potency, µM (series often up to 46 µM), inactives show top-dose activity change, positive = activation, actives largely listed as activators. hit rate 1.3% among 330,000. HEK293T ELG1-luciferase reporter, luminescence, 16 h; also: potency is read from the fitted curve at half-maximal effect; % of control where 0% means no effect; nearly all actives have a fitted effect of over 60% in size
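Cells (2,000/well) expressing the ELG1-luciferase fusion are dosed by pin tool and kept 16 hr at 37 °C, 5% CO2. Signal comes from ONE-Glo luciferase reagent after 30 min at room temperature.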
p53 reactivator: re-activators of mutant p53 | H1299 p53-A138V BP100-luciferase reporter, luminescence, 24 h | Potency, µM (highest dose often 92.2 µM), for inactives: at the top dose activity change, positive = activation, most hits filed as activators | hit rate 0.063% among 320,000 | AID 504706; also: potency is read from the fitted curve at half-maximal effect; % of control where 0% means no effect; nearly all actives have a fitted effect of over 45% in size
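p53-null H1299 cells stably carrying temperature-sensitive p53-A138V and a BP100-luciferase reporter were pinned with compounds (4-point, 1:5 series) and held 24 hrs at 37 deg C. Luminescence was read 10 min after detection reagent.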
B2AR arrestin: recruits beta-arrestin to the human beta2-adrenergic receptor. P07550. beta-arrestin recruitment to beta2AR, cell-based reporter. Potency, µM (doses to about 46.1 µM), for the others: at the highest dose activation, usual class: activators. hit rate 0.02% among 330,000. AID 492947;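 also: potency is read from the fitted curve at half-maximal effect; 0% = DMSO controls and full agonism = EC100 isoproterenol or metaproterenol; nearly all actives have a fitted effect of over 65% in size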
Target sequence (P07550 whole entry, looked up): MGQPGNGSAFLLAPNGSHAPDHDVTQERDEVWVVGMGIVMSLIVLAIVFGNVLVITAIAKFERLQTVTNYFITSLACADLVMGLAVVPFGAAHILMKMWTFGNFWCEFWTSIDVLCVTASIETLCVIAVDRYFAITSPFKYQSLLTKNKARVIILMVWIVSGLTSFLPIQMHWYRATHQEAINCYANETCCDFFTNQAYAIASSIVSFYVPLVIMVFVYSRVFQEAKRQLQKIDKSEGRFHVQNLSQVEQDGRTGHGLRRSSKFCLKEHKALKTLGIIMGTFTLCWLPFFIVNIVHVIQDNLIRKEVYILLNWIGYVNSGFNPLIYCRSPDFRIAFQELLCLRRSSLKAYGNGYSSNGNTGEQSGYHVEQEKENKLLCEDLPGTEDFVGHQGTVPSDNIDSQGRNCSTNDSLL
* = called active by the depositor; ? = inconclusive; . = no result given; [ ] = dose if it differs, or a comment. Unless noted, calls follow the shape of the dose curve; as a rule, active = well fitted curve in the direction sought with a large enough effect; inconclusive = small, poorly fitted or top-dose-only effect, or another doubt; inactive = no such curve, though single readings can be large; an effect the other way counts as inactive or inconclusive. The order is random; 2.6% or so of the library scored in one or more.

smiles	USP2a inh	Integrin act MD	Eya2 phos inh	TRPV1 ag	uPA generation	BRCA1 expr act	S-ASM inh	PTAP TSG101 blk	ELG1 genotox	p53 reactivator	B2AR arrestin
CCOc1nc(Nc2cc(Cl)ccc2OC)nc(OCC)n1	2%	9%	-7%	18	6%	-4%	-2%	0%	3%	6%	-0.3%
Cc1ccccc1NC(=O)Cn1cc(C(=O)C2CC2)c2ccccc21	0%	-27%	1%	0	6%	-3%	0%	-5%	-1%	-6%	-0.1%
COC(=O)c1ccc(Oc2nc3ccccc3n3c(C)nnc23)cc1	.	-11%	.	.	-3%	-7%	-1%	-5%	.	.	.
CSc1oc(-c2cccs2)nc1S(=O)(=O)c1ccccc1	-7%	7%	0%	25	-3%	8%	-1%	-2%	1%	-2%	-1.1%
CC(=O)N(c1ccc(Cl)cc1)c1c[nH]c2ccccc12	2%	?	-6%	2	-8%	-3%	-3%	-8%	-4%	-6%	0.1%
Cc1csc(=O)n1CCC(=O)OCC(=O)N(CC(C)C)c1c(N)n(Cc2ccccc2)c(=O)[nH]c1=O	1%	-16%	4%	3	-2%	-10%	14%	-3%	-3%	-2%	-1.1%
O=C(c1cc(Br)c(Br)s1)N1CCN(C/C=C/c2ccccc2)CC1	-1%	-8%	16%	?	-1%	0%	-2%	0%	-3%	0%	-0.8%
CC(NC(=O)c1ccc(CS(=O)(=O)c2ccc(Cl)cc2)o1)c1ccc2c(c1)OCCO2 (stereo not given)	2%	23%	-14%	-1	-5%	-35%	-2%	0%	-26%	-1%	0.6%
COc1ccc(CS(=O)(=O)CC2(O)CCN(C(=O)c3cccc(C(F)(F)F)c3)CC2)cc1	4%	13%	9%	-3	-4%	-28%	1%	0%	0%	0%	-0.1%
CCC/C=C1/CCCOC(C(=O)NCCNCCO)(C(F)(F)F)C1 (stereo not given)	.	20%	.	.	8%	-25%	4%	2%	.	.	.
O=C(CNC(=O)c1ccco1)OCc1ccc(C(=O)Oc2ccccc2)cc1	1%	4%	5%	25	4%	-2%	-3%	-1%	-3%	-17%	-0.2%
O=C(NCc1ccccc1F)C1CCCN(C(=O)Nc2ccc(F)cc2)C1 (stereo not given)	5%	-5%	1%	15	1%	-1%	2%	-1%	5%	2%	0.3%
CCOC(=O)CSc1nc(-c2ccccc2)nc2ccccc12	4%	13%	-4%	9	-1%	-24%	-5%	0%	0%	4%	-0.7%
CN1CCN(CCCNC(=O)CCc2nnc3n(Cc4ccccc4Cl)c(=O)c4ccccc4n23)CC1	0%	6%	1%	-14	7%	8%	4%	0%	3%	19%	0.2%
CC(C)CCNC(=O)CNC(=S)N(Cc1ccccc1)Cc1cccnc1	5%	-13%	-1%	1	0%	-18%	2%	-1%	-4%	-5%	-0.9%
CC(Oc1ccc(Br)cc1)C(=O)N1CCN(c2ccccn2)CC1 (stereo not given)	4%	16%	-1%	?	-9%	-28%	0%	-3%	-8%	-2%	-0.2%
COCCNC(=O)/C(C#N)=C/c1c(N2CC(C)OC(C)C2)nc2ccccn2c1=O (stereo not given)	2%	4%	4%	-2	-4%	-23%	185%[activator]	-1%	-3%	4%	-0.9%
COc1ccccc1C(=O)Nc1ccc2c(c1)nc(CN1CCCCC1)n2C	1%	5%	?	-2	0%	-5%	14%	-1%	1%	-1%	0.0%
CCP(=O)(c1cccc([N+](=O)[O-])c1)c1cccc([N+](=O)[O-])c1	2%	20%	5%	0	1%	-3%	-3%	-1%	-3%	4%	-0.6%
COc1ccc(CCNC(=O)Cn2nc(C)c3c(C)n(-c4ccccc4)nc3c2=O)c(OC)c1	1%	7%	5%	-5	2%	-2%	-1%	-2%	-4%	-10%	0.5%
COc1ccc([N+](=O)[O-])cc1C1NN=C(c2cccc3ccccc23)S1 (stereo not given)	2%	-3%	22%	-2	5%	-38%	2%	-2%	-2%	2%	0.0%
CC(=O)Nc1nonc1NC(=O)CSc1ncn[nH]1	3%	-6%	14%	-2	1%	2%	-1%	0%	2%	-5%	-0.1%
O=c1c2ccccc2nc(SCc2ccccc2Cl)n1Cc1ccccc1	4%	-16%	7%	2	-1%	-36%	-8%	-2%	-1%	4%	0.4%
Cc1c(Cl)cnc(NC(=O)COC(=O)c2cc3c(s2)CCC(C)C3)c1Cl (stereo not given)	3%	-26%	-3%	4	-1%	0%	5%	1%	-1%	11%	-0.2%
COC(=O)c1ccc(C2c3c(n[nH]c3C)C(=O)N2c2ccc(C)cc2)cc1 (stereo not given)	-5%	33%	-15%	.	-7%	2%	-9%	0%	-2%	-2%	-0.5%
Cc1cccc2cc(CN(Cc3cccs3)C(c3nnnn3C3CCCC3)C(C)C)c(=O)[nH]c12 (stereo not given)	0%	6%	-8%	4	-4%	25%	3%	-9%	-13%	-7%	0.3%
CCOC(=O)[C@@H]1[C@H]2COc3cc(OC)ccc3[C@@H]2N2C(=O)N(c3ccc(C(F)(F)F)cc3)C(=O)[C@]12C	2%	-11%	-1%	2	-4%	-14%	-1%	0%	-2%	8%	0.4%
CC1(c2ccc(OC(F)F)cc2)NC(=O)N(CC(=O)NC2CCCCC2)C1=O (stereo not given)	1%	3%	4%	-2	1%	1%	4%	0%	-4%	-5%	0.0%
CCn1c2ccccc2c2cc(/C=N/NC(=O)c3ccncc3)ccc21	2%	-21%	-6%	12	-8%	-83%	-4%	0%	-5%	-6%	-0.1%
CC(Oc1ccc2c3c(c(=O)oc2c1)CCCC3)C(=O)NCc1ccccn1 (stereo not given)	0%	10%	5%	-1	3%	5%	0%	0%	6%	-6%	-0.8%
Cc1ccccc1C(C)NS(=O)(=O)c1ccc2c(c1)OCCO2 (stereo not given)	0%	24%	4%	.	6%	3%	0%	-5%	-2%	-5%	-0.3%
COCCSc1nnc(NC(=O)CS(=O)(=O)c2ccccc2)s1	3%	-29%	-2%	-1	4%	36%	-2%	-4%	2%	-6%	-0.6%
CC(C)NC(=O)N(Cc1ccccc1)Cc1cccs1	2%	3%	-6%	9	-13%	-4%	6%	-3%	-3%	-1%	-1.2%
CCOC(=O)C(C)/C(C)=N/NC(=O)CCC(=O)Nc1cc(C)ccc1C (stereo not given)	1%	17%	-10%	-2	-7%	19%	6%	-1%	-4%	10%	0.0%
CC(C)n1nnc(-c2ccc(OCc3ccccc3F)cc2)n1	3%	22%	0%	10	11%	4.5µM*	8%	-1%	?	8%	-0.2%
O=C(N/N=C/c1cccs1)C1CC(=O)N(c2ccccc2)C1 (stereo not given)	0%	-4%	-15%	-3	.	9%	-1%	-13%	-1%	-37%[inhibitor]	-0.6%
O=C(CNC1CCCCC1)Nc1cccc(C(F)(F)F)c1	2%	28%	2%	?	3%	-1%	-1%	0%	-7%	25%	-0.5%
Cc1ccccc1N=Cc1c(O)n(-c2nccs2)c(=O)c2ccccc12	2%	3%	-7%	-2	-15%	-4%	-12%	-4%	-5%	-13%	1.0%
CC1(c2ccc3c(c2)OCCCO3)NC(=O)N(CC(=O)NCCc2ccccc2)C1=O (stereo not given)	-1%	-21%	-14%	-1	-2%	-4%	0%	-3%	1%	3%	-0.1%
NC(=O)c1ccc(NC(=O)CSc2nnc(C3CCCCC3)n2N)cc1	3%	6%	-8%	-4	10%	-3%	-1%	-1%	0%	0%	-0.8%
COc1ccc2c(c1)C(=O)[C@H](O)[C@@H](c1ccc(OC)c(Br)c1)O2	-1%	-35%	2%	2	?	-3%	168%[activator]	-9%	?	22%	3.9%
